# Assay outcomes deposited in PubChem by several laboratories.
# MITF TRPM1 HTS: increases MITF-driven TRPM1 promoter luciferase signal; SK-MEL-5 TRPM1-promoter luciferase, 24 h; % of positive control, neutral wells = 0; activation, % at 12.5 µM; actives 0.75% (n = 300,000); AID 588334;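 active means mean activation of at least 80% with every replicate also reaching 80%; inconclusive means mean reaches 80% but some replicate falls short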;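 further: 0% = neutral control wells and 100% = parthenolide positive control wells; values of inactives mirror those of a sister screen read the other way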
# PvdQ acylase: blocks Pseudomonas aeruginosa PvdQ acylase activity | purified PvdQ acylase, fluorescence plate reader | inhibition, % at 10 µM | actives 0.063% (n = 340,000); in the data active means inhibition above about 30%, passing the limit was not always enough; inconclusive means no clear call, values can overlap the other calls;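 further: 0% = vehicle neutral wells and 100% = reference inhibitor wells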
# dFosB act: enhances mouse delta FosB homodimer DNA binding; purified delta FosB, TAMRA-CDK5 oligo fluorescence polarization; percent of positive-control signal above neutral wells; activation, % at 25 µM; actives 0.99% (n = 340,000);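 active means mean activation above about 17%, with every replicate also reaching it, limit read from the data, passing the limit was not always enough; inconclusive means only one of the two conditions met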;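 further: fluorescence polarization rise as delta FosB binds a TAMRA Cdk5 AP-1 oligo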
# HTR5A ag: activates human HTR5A in OPRM1-OPRD1 agonist counter-screen | activation, % at 9.3 µM | AID 504692 | HTR5A agonist assay, luminescence, cell-based | actives 0.61% (n = 340,000) | P47898; in the data active means activation mostly above about 9.5%, no sharp cut-off; inactive means mostly below about 7.6%;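 further: 0% = cells with vehicle only and 100% = reference agonist; strong numbers were not always called active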
# cardiac RTF act: increases calcium sensitivity of human cardiac regulated thin filaments; activation, % at 7.2 µM; IANBD-labeled TnC RTF fluorescence at EC20 calcium; 0% EC20 calcium, 100% full calcium; actives 0.24% (n = 340,000); AID 493008; P19429+P45379;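 active means activation above the mean over all tested compounds plus 3 SD, cut at about 30% in these data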;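 further: rise in fluorescence read as greater calcium sensitivity of cardiac thin filaments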
# Rtt109 Vps75: blocks Candida albicans Rtt109/Vps75 acetyltransferase activity; purified Rtt109/Vps75, ThioGlo CoA-SH fluorescence, 4 h; inhibition, % at 34.9 µM; actives 0.16% (n = 330,000); AID 540336;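 active means inhibition of at least 50% in every replicate; inconclusive means best replicate reaches 50% inhibition but some replicates fall short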
# CDK5 inh: CDK5/p35 (human) kinase inhibition; actives 0.01% (n = 330,000); Recombinant CDK5/p35, ADP-Glo luminescence, 60 min; inhibition, % at 10 µM;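 active means highest replicate inhibition of at least 50% and at least 75% of replicates reaching 50%; inconclusive means only one of the two criteria met; inactive means both criteria failed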;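 further: plate controls were DMSO neutral control for no effect and GW8510 at 10 µM for full effect; many of its hits are not listed in these tables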
# Wnt act: activates Wnt/beta-catenin signaling in a reporter cell assay; AID 743398; activator, plate reader; activation, % at 9.35 µM; actives 1.2% (n = 300,000); in the data active means activation above about 30%, passing the limit was not always enough; inconclusive means no clear call, values can overlap the other calls;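 further: 0% = neutral control wells and 100% = positive control wells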
# SR-BI DiI-HDL act: enhances SR-BI lipid uptake from DiI-HDL | activation, % at 12.5 µM | CHO ldlA[mSR-BI] cells, DiI-HDL uptake fluorescence, 3 h; 100 = double the neutral-control signal | AID 504775 | actives 0.096% (n = 320,000);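 active means mean replicate activation of at least 60% and every replicate at or above 60%; inconclusive means mean or all-replicate condition met, but not both; inactive means mean below 60% and not all replicates reaching 60%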;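 further: 0% = median plate neutral-control signal and 100% = twice that signal; values of inactives mirror those of a sister screen read the other way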
#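 Assay system: LDL receptor-deficient CHO ldlA cells overexpressing murine SR-BI / Medium: BSA-supplemented, HEPES-buffered Ham's F12, pH 7.4 / Probe or stimulus: DiI-labelled HDL at 10 µg/mL final / Timing: compound with DiI-HDL co-incubation, 3 h at 37 °C / Technique: bottom-read cell fluorescence after medium removal, ex 550/em 595 nm / Measure: HDL uptake via cellular fluorescence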
# SR-BI DiI inh: blocks mouse SR-BI lipid uptake from DiI-HDL; Q61009; ldlA[mSR-BI] CHO cells, DiI-HDL uptake fluorescence, 3 h; inhibition, % at 12.5 µM; AID 488896; actives 0.96% (n = 320,000);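 active means mean replicate inhibition of at least 70% and a set share of replicates each scoring 70 or more; inconclusive means meets just one of the two criteria; inactive means fails both criteria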;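 further: 0% = median of neutral control wells and 100% = median of positive control wells; values of inactives mirror those of a sister screen read the other way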
# Target sequence (Q61009 whole entry, looked up): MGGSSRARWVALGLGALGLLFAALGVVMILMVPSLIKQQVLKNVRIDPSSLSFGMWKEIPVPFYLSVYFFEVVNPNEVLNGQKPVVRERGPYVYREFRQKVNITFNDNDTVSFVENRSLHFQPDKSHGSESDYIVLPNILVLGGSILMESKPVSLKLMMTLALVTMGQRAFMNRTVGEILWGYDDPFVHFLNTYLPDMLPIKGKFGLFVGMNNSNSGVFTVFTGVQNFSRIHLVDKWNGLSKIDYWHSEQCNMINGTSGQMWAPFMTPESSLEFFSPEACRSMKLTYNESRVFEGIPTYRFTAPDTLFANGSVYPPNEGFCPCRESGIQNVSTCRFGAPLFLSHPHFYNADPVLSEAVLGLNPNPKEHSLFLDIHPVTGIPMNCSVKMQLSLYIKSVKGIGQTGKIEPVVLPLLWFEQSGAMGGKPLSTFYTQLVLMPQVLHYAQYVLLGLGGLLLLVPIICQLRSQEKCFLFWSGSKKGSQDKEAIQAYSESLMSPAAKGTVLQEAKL
# The depositor's hits bear a star; ? = inconclusive; . = not tested or not shown. This is a subset (hit frequency here may not be typical).
1: COc1ccccc1CCNCc1cc2c(cc1[N+](=O)[O-])OCO2
2: COc1ccc2c(CCN)c[nH]c2c1
3: O[C@@H]1CCCN2CCc3c([nH]c4ccccc34)[C@H]12
4: COc1ccc(NC(=O)c2c(C)nn(Cc3ccccc3Cl)c2Cl)cc1Cl
5: COc1cccc(CNC2CN3CCC2CC3)c1OC (stereo not drawn)
6: COc1cccc(-n2c(O)c(C=Nc3c(C)n(C)n(-c4ccccc4)c3=O)c(=O)[nH]c2=O)c1
7: COC(=O)C1=C(c2cccc(C#N)c2)C[C@@H]2CC[C@H]1N2C(=O)NC1Cc2ccccc2C1
8: Cc1ccc2c(c1)CC1(CN2C)C(=O)NC(=O)N(CCC2=CCCCC2)C1=O (stereo not drawn)
9: C=CCCC1(C2=CCCCC2)C(=O)NC(=O)NC1=O
10: COC(=O)C1=C(c2ccc(Cl)c(C(F)(F)F)c2)C[C@@H]2CC[C@H]1N2C

compound no.	1	2	3	4	5	6	7	8	9	10
MITF TRPM1 HTS	-0.8	4.9	.	21.9	1.4	0.6	12.8	-4.6	7.9	7.3
PvdQ acylase	2.4	0.4	1.4	-8.6	-22.1	-18.3	15.6	4.0	-6.7	7.5
dFosB act	-6.8	-4.9	3.7	-5.4	-5.5	3.3	4.9	-10.8	4.3	-3.4
HTR5A ag	9.2	31.6*	-1.2	1.1	7.9	-1.1	8.8	-1.3	9.2	6.3
cardiac RTF act	-3.2	-2.6	-0.4	-2.4	-0.1	2.7	-7.9	3.6	-4.2	-2.8
Rtt109 Vps75	20.4	0.2	-9.8	-6.5	-1.7	.	7.9	-8.3	-1.2	-2.5
CDK5 inh	-0.8	0.3	0.5	0.4	-19.1	-1.9	1.9	-1.2	-1.2	0.4
Wnt act	0.1	.	-1.5	-0.9	.	.	-0.7	.	2.4	0.3
SR-BI DiI-HDL act	23.8	15.4	5.7	-23.6	-3.9	28.4	4.8	-25.1	-2.8	1.9
SR-BI DiI inh	-23.8	-15.4	-5.7	23.6	3.9	-28.4	-4.8	25.1	2.8	-1.9

11: CNC(=S)N1CCn2cccc2C1c1cccnc1 (stereo not drawn)
12: Cc1ccccc1Cc1c(C)nc2nc(SCC(=O)N3CCC4(CC3)OCCO4)nn2c1C
13: CC12CN3CC(C)(CN(C1)C3c1ccncc1)C2=O (stereo not drawn)
14: O=C1CN=C(c2ccccc2)c2cc(Cl)ccc2N1
15: O=c1cccc2n1CC1CC2CN(C(c2cccc(F)c2)c2sc3ncnn3c2O)C1 (stereo not drawn)
16: C[C@]12CCC3C(CC[C@H]4C[C@@H](O)CC[C@]34C)C1CCC2=O (stereo partly drawn)
17: CN1C(=O)NC(=O)/C(=C\c2ccc([N+](=O)[O-])o2)C1=O
18: CC(C)COC(=O)c1ccccc1C(=O)OCC(C)C
19: CCCNC(=O)N1[C@H]2CC[C@@H]1C(C(=O)OC)=C(c1ccc(OC(F)(F)F)cc1)C2
20: COC(=O)[C@H]1C[C@@H]1[C@H](NP(=O)(c1ccccc1)c1ccccc1)c1ccccc1

compound no.	11	12	13	14	15	16	17	18	19	20
MITF TRPM1 HTS	-4.0	.	-3.3	2.2	.	2.2	-6.0	3.4	6.4	1.6
PvdQ acylase	-12.2	-10.0	-12.6	-3.1	-32.8	-11.9	-8.7	-1.5	2.5	-14.9
dFosB act	5.6	-2.2	0.5	-4.5	2.7	-0.1	-5.6	-0.3	-2.4	-2.3
HTR5A ag	10.4*	1.5	-2.7	-1.5	-1.7	2.6	-2.0	2.4	-2.5	-0.3
cardiac RTF act	1.2	7.4	-1.8	0.6	-1.7	1.2	-12.9	14.1	-4.9	15.4
Rtt109 Vps75	0.1	.	-1.7	11.9	4.7	-7.8	2.2	6.3	-5.8	1.6
CDK5 inh	-1.0	0.1	-2.1	0.3	-1.2	-0.7	-2.0	-1.5	0.9	0.5
Wnt act	-1.0	-2.6	-0.9	2.0	0.5	.	.	-1.7	-2.3	-1.9
SR-BI DiI-HDL act	3.3	?	13.3	4.5	6.3	-3.3	-10.9	-5.1	12.3	-7.7
SR-BI DiI inh	-3.3	-208.1	-13.3	-4.5	-6.3	3.3	10.9	5.1	-12.3	7.7

# Grouped by structure: the compounds so far containing a Cl atom.
4: COc1ccc(NC(=O)c2c(C)nn(Cc3ccccc3Cl)c2Cl)cc1Cl
10: COC(=O)C1=C(c2ccc(Cl)c(C(F)(F)F)c2)C[C@@H]2CC[C@H]1N2C
14: O=C1CN=C(c2ccccc2)c2cc(Cl)ccc2N1

compound no.	4	10	14
MITF TRPM1 HTS	21.9	7.3	2.2
PvdQ acylase	-8.6	7.5	-3.1
dFosB act	-5.4	-3.4	-4.5
HTR5A ag	1.1	6.3	-1.5
cardiac RTF act	-2.4	-2.8	0.6
Rtt109 Vps75	-6.5	-2.5	11.9
CDK5 inh	0.4	0.4	0.3
Wnt act	-0.9	0.3	2.0
SR-BI DiI-HDL act	-23.6	1.9	4.5
SR-BI DiI inh	23.6	-1.9	-4.5

# Continuation.
21: OC1(c2ccc(F)cc2)CCNC1 (stereo not drawn)
22: COc1ccc(N2C(=O)NC(=O)/C(=C\c3cn(CC(=O)N4CCOCC4)c4ccccc34)C2=O)c(OC)c1
23: CN1CC(C(=O)c2ccccc2)C(c2ccccc2)C1 (stereo not drawn)
24: CCOC(=O)CNC(=S)N1CC2C[C@@H](C1)Cn1c2cccc1=O

compound no.	21	22	23	24
MITF TRPM1 HTS	.	3.3	8.1	-1.2
PvdQ acylase	-7.2	-15.1	-15.5	-16.8
dFosB act	10.6	-8.4	-1.8	-0.7
HTR5A ag	-0.2	-1.9	-0.6	0.1
cardiac RTF act	-0.7	12.0	3.5	1.2
Rtt109 Vps75	3.3	-3.6	0.8	-0.3
CDK5 inh	1.3	0.7	-0.2	-0.2
Wnt act	.	-3.7	1.3	1.9
SR-BI DiI-HDL act	34.2	-6.5	20.3	16.7
SR-BI DiI inh	-34.2	6.5	-20.3	-16.7

# Record cards (already shown). Values in the order: MITF TRPM1 HTS	PvdQ acylase	dFosB act	HTR5A ag	cardiac RTF act	Rtt109 Vps75	CDK5 inh	Wnt act	SR-BI DiI-HDL act	SR-BI DiI inh
# Results for COc1ccc(N2C(=O)NC(=O)/C(=C\c3cn(CC(=O)N4CCOCC4)c4ccccc34)C2=O)c(OC)c1 → 3.3	-15.1	-8.4	-1.9	12.0	-3.6	0.7	-3.7	-6.5	6.5
# Results for CN1CC(C(=O)c2ccccc2)C(c2ccccc2)C1 (stereo not drawn) → 8.1	-15.5	-1.8	-0.6	3.5	0.8	-0.2	1.3	20.3	-20.3
# Results for CCOC(=O)CNC(=S)N1CC2C[C@@H](C1)Cn1c2cccc1=O → -1.2	-16.8	-0.7	0.1	1.2	-0.3	-0.2	1.9	16.7	-16.7
